Screening data deposited in PubChem by Dana-Farber Cancer Institute and Novartis Institutes for BioMedical Research (Cambridge, Mass).
UCHL1 block = inhibitors of human UCHL1 deubiquitinase; Ubiquitin carboxyl-terminal hydrolase isozyme L1 (Homo sapiens), P09936; purified UCHL1, Ub-rhodamine cleavage fluorescence; inhibition, % at 20 µM; actives 0.2% (n = 47,000)
Target sequence (P09936 whole entry, looked up): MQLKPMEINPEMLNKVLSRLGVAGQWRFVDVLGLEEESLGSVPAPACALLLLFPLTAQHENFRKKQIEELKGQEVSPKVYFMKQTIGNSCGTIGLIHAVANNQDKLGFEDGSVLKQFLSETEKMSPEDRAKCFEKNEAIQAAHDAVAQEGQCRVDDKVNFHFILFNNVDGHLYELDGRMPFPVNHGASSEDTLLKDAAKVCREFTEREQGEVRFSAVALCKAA
USP17 block = inhibitors of human USP17 deubiquitinase; actives 6.5% (n = 47,000); Ubiquitin carboxyl-terminal hydrolase 17-like protein 5 (Homo sapiens), A8MUK1; AID 1645855, 2021; inhibition, % at 50 µM; purified USP17, Ub-rhodamine cleavage fluorescence, 3 h
Target sequence (A8MUK1 whole entry, looked up): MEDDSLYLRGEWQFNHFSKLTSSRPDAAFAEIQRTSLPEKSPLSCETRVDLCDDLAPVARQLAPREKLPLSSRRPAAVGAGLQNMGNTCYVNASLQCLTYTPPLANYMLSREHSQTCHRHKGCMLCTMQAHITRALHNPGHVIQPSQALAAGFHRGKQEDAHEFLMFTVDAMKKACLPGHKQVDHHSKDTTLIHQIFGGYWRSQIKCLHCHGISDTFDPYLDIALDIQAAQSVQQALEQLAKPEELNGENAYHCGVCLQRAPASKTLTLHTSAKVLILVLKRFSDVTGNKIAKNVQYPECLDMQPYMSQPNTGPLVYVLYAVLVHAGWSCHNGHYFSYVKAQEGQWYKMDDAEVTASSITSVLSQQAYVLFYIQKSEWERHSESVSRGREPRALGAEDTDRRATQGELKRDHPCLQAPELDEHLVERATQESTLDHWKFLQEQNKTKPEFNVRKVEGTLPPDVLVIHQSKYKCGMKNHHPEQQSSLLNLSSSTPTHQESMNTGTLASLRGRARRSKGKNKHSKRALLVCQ
USP7 block = inhibitors of human USP7 deubiquitinase; Ubiquitin carboxyl-terminal hydrolase 7 (Homo sapiens), Q93009; purified USP7, Ub-rhodamine cleavage fluorescence; inhibition, % at 20 µM; actives 0.3% (n = 47,000); AID 1645854, 2021
USP28 inh = inhibitors of human USP28 deubiquitinase. Ubiquitin carboxyl-terminal hydrolase 28 (Homo sapiens), Q96RU2. purified USP28, Ub-rhodamine cleavage fluorescence, 30 min. inhibition, % at 25 µM. actives 3% (n = 47,000)
USP8 inh = inhibitors of human USP8 deubiquitinase; purified USP8, Ub-rhodamine cleavage fluorescence, 30 min; inhibition, % at 20 µM; actives 4.2% (n = 47,000); AID 1645853, 2021
USP10 inh = inhibitors of human USP10 deubiquitinase. Ubiquitin carboxyl-terminal hydrolase 10 (Homo sapiens), Q14694. purified USP10, Ub-rhodamine fluorescence, 60 min. inhibition, % at 20 µM. actives 1.1% (n = 47,000). AID 1645856, 2021
USP30 block = inhibitors of human USP30 deubiquitinase; Ubiquitin carboxyl-terminal hydrolase 30 (Homo sapiens), Q70CQ3; purified USP30, Ub-rhodamine cleavage fluorescence; inhibition, % at 25 µM; actives 5.3% (n = 47,000); AID 1645860, 2021
OTUD3 inh = inhibitors of human OTUD3 deubiquitinase; AID 1645858, 2021; actives 0.7% (n = 47,000); purified OTUD3, Ub-rhodamine fluorescence, 2 h; inhibition, % at 25 µM
Starred values were filed as active, the others as inactive; i = inactive; nt = no result given. No stated cut-off is given here; in the data, active means inhibition above about 30%; inactive means the rest.

SMILES	UCHL1 block	USP17 block	USP7 block	USP28 inh	USP8 inh	USP10 inh	USP30 block	OTUD3 inh
Cc1ccc(NC(=O)c2cn(-c3ccc(S(=O)(=O)N4CCCC4)cn3)cn2)cc1	1	13	5	13	19	3	29	12
CN(Cc1cccnc1Oc1ccccc1)C(=O)c1cnccn1	0	0	-2	-1	4	2	10	2
O=C(Cn1ncc2c(N3CCCC3)ncnc21)NCc1ccc2c(c1)OCO2	-1	-15	-8	-6	-4	-2	-27	-5
Cc1cnc(C2COCCN2C(=O)c2c(C(C)C)noc2C)[nH]1 (stereo not drawn)	1	10	5	5	10	-3	-7	1
CCCC(=O)Nc1ccc2c(c1)nc(CCN1CCCC1)n2C	1	-6	2	3	15	-3	-19	-3
O=C(NCC1COc2ccccc2O1)c1ccc(=O)[nH]c1 (stereo not drawn)	-2	-2	-1	nt	-2	-2	nt	-2
CN(C)[C@@H]1[C@@H](O)[C@H](Oc2cccc(F)c2)C[C@H]1NC(=O)c1cncn1C	0	0	1	2	-1	1	4	3
Cc1c(C(=O)NCc2ccccc2F)oc2ccc3c(c12)C(=O)CC1(CCCC1)O3	-1	16	7	4	0	4	26	8
O=C(NCC(c1cccnc1)N1CCc2ccccc2C1)c1cccc(F)c1 (stereo not drawn)	-3	-6	-3	-8	14	-9	-32	-13
CCNc1cc(N2CCCC(CCC(=O)NC(C)c3ccccc3)C2)ncn1 (stereo not drawn)	-8	-33	-4	-11	-271	-12	-55	-10
Cc1cnc(C(=O)N2CCc3nc(C(N)=O)sc3CC2)cn1	-1	-6	3	0	-13	3	-1	0
COc1ccc(CCn2c(-c3ccc(F)cc3)nc3c(c(=O)c4ccccc4n3C)c2=O)cc1OC	1	20	4	0	17	0	30	21
COc1ccc(S(=O)(=O)Nc2cccc3c2ccc2cccn23)cc1	-8	-29	5	-77	-19	-7	i	-93
COc1ccc(-n2c(CN3CCN(CCO)CC3)nc3ccc([N+](=O)[O-])cc3c2=O)c(OC)c1	3	-7	-4	-1	-99	0	-3	4
COc1ccc(Cc2nnc(Nc3ccc(Cl)cc3)[nH]c2=O)cc1	-1	5	8	-8	5	28	-28	5
Cc1ccc(CN2C(=O)Cc3c(C)nc(C4CCNCC4)nc32)cc1	-3	-23	-4	0	-3	-3	-6	-9
Cn1c(SCC(=O)Nc2ccc3c(c2)OCCO3)nnc1-c1ccncc1	-1	5	1	39*	22	0	21	21
COc1ccccc1CNC(=O)c1cn2c(n1)CCCC2	1	0	4	-6	1	1	-4	-7
CNC1CCc2cc(OC)c(OC)c(OC)c2-c2ccc(NCc3ccc(OC)cc3)c(=O)cc21 (stereo not drawn)	-6	-22	-6	nt	-21	-2	nt	-1
CC1CCCN(C(=O)c2ccc(-n3cccn3)nc2)C1 (stereo not drawn)	2	7	2	11	23	4	26	18
CCOC(=O)c1cnn(-c2ccc(C(=O)Nc3cccc(C)c3C)cn2)c1N	-1	0	1	-1	4	5	-1	-2
CCn1c(SCc2ccc(C#N)cc2)nnc1-c1cnccn1	2	-7	0	21	0	0	1	0
COc1ccc2c(c1)CC(C(=O)NCc1ccc(OC)c(OC)c1)CO2 (stereo not drawn)	1	-5	2	5	0	1	-10	0
Cc1nc(N2CCCCC2)ncc1-c1cc(=O)[nH]c(N2CCN(c3ccccc3)CC2)n1	3	8	3	8	2	3	21	10
COc1ccccc1OC(C)C(=O)Nc1nc(-c2ccccc2)ns1 (stereo not drawn)	0	-1	4	0	0	4	-15	-4
COc1ccccc1N1CCN(C(=O)CCc2nnc3ccc(N4CCC(C)CC4)nn23)CC1	-2	-2	-7	4	-2	-3	4	3
COc1cccc(CNC(=O)CCN2C(=O)c3cccnc3Sc3ccccc32)c1	2	-10	2	2	-28	0	14	4
COc1cc2cc(C(=O)NC3CCCCC3)cc(-c3ccc(C)cc3)c2cc1OC	11	14	14	12	11	9	10	4
O=C(Cc1nnc(NC(=O)Nc2cc(F)ccc2F)s1)NCc1ccccc1	-4	11	3	6	12	13	-10	21
Cc1ccccc1C(=O)Nc1ccc(NC(=O)CN2CCOCC2)cc1	-2	-17	0	-20	-1	-2	-3	-11
CCC(=O)Nc1nc2cc(NC(=O)Nc3ccc(OC)c(OC)c3)ccc2s1	-2	-4	3	19	-3	-3	-4	0
COc1ccc(Nc2cc(-c3cccc(C(F)(F)F)c3)nc(-c3ccncc3)n2)cc1	-1	nt	3	-10	38*	-3	-30	-3
CC1CCCCC1Nc1ncnc2c1CN(C1CCNC1)C(=O)CN2C (stereo not drawn)	-2	-47	-5	1	-159	-6	-23	2
O=C(NC1CCOc2ccccc21)C(c1ccccc1)c1ccccc1 (stereo not drawn)	-2	0	0	3	2	3	26	0
CC(C)CN1CCCC(c2nc3ccc(F)cc3c(=O)[nH]2)C1 (stereo not drawn)	2	5	5	0	4	2	12	3
Cc1nc(NCCc2ccc(S(N)(=O)=O)cc2)c2oc3ccccc3c2n1	3	30	11	20	4	18	36*	2
CSc1nc(NC(C)=O)c2c(n1)N(C(C)=O)[C@@H]1OC[C@@H](OC(C)=O)[C@@H](OC(C)=O)[C@@H]1N2C(C)=O	-73	2	-76	5	-15	-4	1	-2
COc1ccc(N2CCN(CCCNc3ncnc4cc(Cl)ccc34)CC2)cc1	1	0	0	3	0	0	5	-1
COCCCNC(=O)c1ccc(/C(C#N)=C/c2ccc(Cl)cc2)n1C	-1	-44	-30	-77	29	-6	-413	-187
CN(CC(=O)Nc1nc(-c2ccc3c(c2)CCN3C(=O)CC(C)(C)C)cs1)C1CCCCC1	-4	-7	-30	-9	0	-1	-35	-9
Cc1nc(-c2ccccc2)cc2nn(CC(=O)Nc3cccc(C(C)C)c3)c(=O)n12	-3	-18	-5	-8	-1	-4	-54	-6
CCn1nnc(NCc2ccccc2OCc2ccc(Cl)cc2)n1	5	14	-40	15	0	11	8	7
O=C1CCCC2=C1C(c1ccccc1[N+](=O)[O-])n1c(nc3ccccc31)N2 (stereo not drawn)	-3	4	-14	-1	19	-5	-36	-4
Cc1ccc(NC(=O)c2cc(=O)n(C)c3c2c(=O)n(C)c(=O)n3C)c(C)c1	5	21	7	12	11	-1	61*	13
COC(=O)C(C)Oc1ccc(-c2nccc(-c3cccs3)n2)cc1 (stereo not drawn)	5	-1	7	4	1	3	-5	-2
CC(c1ccccc1)n1c(-c2ccc(F)cc2)nc2c(c(=O)c3ccccc3n2C)c1=O (stereo not drawn)	0	60*	8	13	32*	-3	27	10
O=C1N(CCc2ccccc2)CC=CCC12CCCN(Cc1ccnc(N3CCCC3)n1)C2 (stereo not drawn)	-9	-37	-22	-59	-20	-6	-175	-44
COc1ccc([C@@H]2CN(S(=O)(=O)c3cc(C)ccc3OC)C[C@H]2c2ccn[nH]2)cc1	4	4	4	4	0	4	-5	1

Three entries out of the list above, arranged by their value in USP17 block, largest number first:
SMILES	UCHL1 block	USP17 block	USP7 block	USP28 inh	USP8 inh	USP10 inh	USP30 block	OTUD3 inh
CCn1nnc(NCc2ccccc2OCc2ccc(Cl)cc2)n1	5	14	-40	15	0	11	8	7
O=C1CCCC2=C1C(c1ccccc1[N+](=O)[O-])n1c(nc3ccccc31)N2 (stereo not drawn)	-3	4	-14	-1	19	-5	-36	-4
Cc1nc(-c2ccccc2)cc2nn(CC(=O)Nc3cccc(C(C)C)c3)c(=O)n12	-3	-18	-5	-8	-1	-4	-54	-6

Reformatted with values under each structure: part of the list above.
Under each structure: UCHL1 block | USP17 block | USP7 block | USP28 inh | USP8 inh | USP10 inh | USP30 block | OTUD3 inh
CC1CCCCC1Nc1ncnc2c1CN(C1CCNC1)C(=O)CN2C (stereo not drawn)
  -2 | -47 | -5 | 1 | -159 | -6 | -23 | 2
O=C(NC1CCOc2ccccc21)C(c1ccccc1)c1ccccc1 (stereo not drawn)
  -2 | 0 | 0 | 3 | 2 | 3 | 26 | 0
CC(C)CN1CCCC(c2nc3ccc(F)cc3c(=O)[nH]2)C1 (stereo not drawn)
  2 | 5 | 5 | 0 | 4 | 2 | 12 | 3
Cc1nc(NCCc2ccc(S(N)(=O)=O)cc2)c2oc3ccccc3c2n1
  3 | 30 | 11 | 20 | 4 | 18 | 36* | 2
CSc1nc(NC(C)=O)c2c(n1)N(C(C)=O)[C@@H]1OC[C@@H](OC(C)=O)[C@@H](OC(C)=O)[C@@H]1N2C(C)=O
  -73 | 2 | -76 | 5 | -15 | -4 | 1 | -2
COc1ccc(N2CCN(CCCNc3ncnc4cc(Cl)ccc34)CC2)cc1
  1 | 0 | 0 | 3 | 0 | 0 | 5 | -1
COCCCNC(=O)c1ccc(/C(C#N)=C/c2ccc(Cl)cc2)n1C
  -1 | -44 | -30 | -77 | 29 | -6 | -413 | -187
CN(CC(=O)Nc1nc(-c2ccc3c(c2)CCN3C(=O)CC(C)(C)C)cs1)C1CCCCC1
  -4 | -7 | -30 | -9 | 0 | -1 | -35 | -9
Cc1nc(-c2ccccc2)cc2nn(CC(=O)Nc3cccc(C(C)C)c3)c(=O)n12
  -3 | -18 | -5 | -8 | -1 | -4 | -54 | -6
CCn1nnc(NCc2ccccc2OCc2ccc(Cl)cc2)n1
  5 | 14 | -40 | 15 | 0 | 11 | 8 | 7
O=C1CCCC2=C1C(c1ccccc1[N+](=O)[O-])n1c(nc3ccccc31)N2 (stereo not drawn)
  -3 | 4 | -14 | -1 | 19 | -5 | -36 | -4
Cc1ccc(NC(=O)c2cc(=O)n(C)c3c2c(=O)n(C)c(=O)n3C)c(C)c1
  5 | 21 | 7 | 12 | 11 | -1 | 61* | 13
COC(=O)C(C)Oc1ccc(-c2nccc(-c3cccs3)n2)cc1 (stereo not drawn)
  5 | -1 | 7 | 4 | 1 | 3 | -5 | -2

The listing continues:
SMILES	UCHL1 block	USP17 block	USP7 block	USP28 inh	USP8 inh	USP10 inh	USP30 block	OTUD3 inh
COc1ccc(C(=O)NCCCCN2CCN(c3ncccc3C(F)(F)F)CC2)cc1	-1	-13	1	-4	-45	-5	-9	-9
COc1ccccc1S(=O)(=O)N1CCc2nc3ccccc3n2CC1	-4	-6	-8	-7	-1	0	4	0
c1ccc2c(-c3nnc(C4CC4)o3)nnc(NCCCN3CCCC3)c2c1	-5	40*	-3	-7	-4	-2	-44	-11
COCCN1C(=O)C[C@@H]2[C@H]1CCN2C(=O)c1ccc(C)nc1	4	nt	9	7	1	0	17	20
CC(C)(C)c1cc2n(n1)CCN(Cc1cccc(C(F)(F)F)c1)C2	0	-11	-4	-12	-3	1	-23	-10
CC(C)c1noc(-c2ccn3c(CC(=O)Nc4ccccc4)nnc3c2)n1	2	3	8	-5	40*	8	0	1
Cc1cc2nc(C3CCCCN3C(=O)c3c(C)noc3C)cc(=O)n2[nH]1 (stereo not drawn)	-2	-35	0	-7	-106	3	1	0
CC(NC(=O)CSc1nc2sc3c(c2c(=O)[nH]1)CCCC3)c1ccco1 (stereo not drawn)	-4	0	-9	-20	-27	5	-146	-19
O=C(Cc1cc(=O)oc2cc(O)ccc12)N1CC[C@@]2(O)CCCC[C@H]2C1	0	-2	0	1	-2	-1	5	1
O=C(COc1ccc(C(=O)c2ccccc2)cc1)Nc1cccnc1	-2	-26	-2	16	-8	-2	-22	-11
CCOC(=O)c1oc2cccc(O)c2c1CN(Cc1ccccc1)C(C)=O	6	2	-5	10	8	1	27	15
CC(C)CN1[C@H]2CCN(C(=O)C3CC3)CC[C@@H]2Oc2ccccc2S1(=O)=O	-1	-21	-6	-10	-31	-1	-23	-6
Cc1cc(N2C(=O)c3oc4ccccc4c(=O)c3C2c2ccc(F)cc2)no1 (stereo not drawn)	-4	2	2	-9	6	0	6	-4
CCC(C)n1c(-c2ccccc2)nc2nc3ccccc3nc21 (stereo not drawn)	1	0	-27	2	-11	1	2	3
CCCc1cc(=O)[nH]c(N2CCN(c3ccccc3OC)CC2)n1	1	1	-2	10	1	4	21	9
Cc1scc2nc(C(=O)NCc3cccnc3)nc(N(C)C)c12	-10	-26	-8	-51	-15	-9	-134	-31
